Bioassay records (PubChem BioAssay)
GSIS activator: primary screen for activators of insulin secretion dependent on glucose, INS-1E cells, GLuc reporter luminescence. INS-1E GLuc reporter insulin secretion, 2-3 h. activation, % at 16.6 µM. 0.61% of 370,000 active. AID 743287;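 active = lowest replicate activation of at least 40%, so every replicate reaches that level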;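 note: 0% = median of neutral control wells and 100% = median of IBMX positive control wells; some compounds called inactive have numbers as strong as hits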
PAX8 inh HTS: inhibitors of PAX8 transcriptional activity in RMG-I cells; RMG-I TPO-luciferase reporter, SteadyGlo, 24 h; inhibition, % at 12.6 µM; 1.2% of 360,000 active; AID 652154;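 active = mean replicate inhibition at least 60% with every replicate also reaching 60%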;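 note: luciferase light reporting Pax8 driven TPO promoter activity; plate controls were median of neutral control wells for no effect and mitoxantrone controls for full effect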
PGC1a acetyl inh: lowers PGC1a acetylation signal in U2OS cells; AlphaScreen anti-acetyl-lysine; with virally co-expressed GCN5 acetyltransferase; inhibition, % at 15.6 µM; 0.17% of 350,000 active;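 active = every replicate shows inhibition of at least 40%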;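 note: 0% = neutral control wells and 100% = positive control wells; some results beyond the cut were filed as inactive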
PglD inh: blocks C. jejuni PglD acetyltransferase activity | purified PglD enzyme, DTNB colorimetric CoA detection | inhibition, % at 12.5 µM | 0.098% of 360,000 active; in the data active = inhibition above about 16%, passing the limit was not always enough; note: strong numbers were not always called active
LGR2 inh: inhibitors of bursicon-induced Drosophila LGR2 receptor cAMP signaling; HEK293 LGR2, CRE-luciferase, bursicon-stimulated, 4 h; inhibition, % at 9.99 µM; 0.35% of 380,000 active; AID 720647;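 active = drop in luminescence signal, shown as inhibition above about 50% in the replicate tests, limit read from the data, passing the limit was not always enough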;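 note: agonist challenge used bursicon conditioned medium at about half maximal strength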
ARNT-TACC3 inh: ARNT/TACC3 interaction disruption; Q9Y6A5; AlphaScreen His-ARNT PAS-B/GST-TACC3 binding, luminescence; TACC3 fragment carries E629A point mutation; inhibition, % at 9.99 µM; 0.66% of 390,000 active; AID 623870;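 active = mean inhibition of replicates at least 50% and at least half of replicates each reaching 50%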;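 note: 0% = complete ARNT plus TACC3 wells and 100% = ARNT alone without TACC3; many hits fall short of the cut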
Statin myotox sup: suppressors of simvastatin-induced myotoxicity in C2C12 myotubes. rescue of ATP level, % at 7.49 µM. 0.78% of 330,000 active. ATP luminescence, 48 h; scaled: DMSO 0, geranylgeraniol control 100;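 active = mean ATP rescue above about 67%, or every replicate alone reaching that limit, limit read from the data, passing the limit was not always enough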;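 note: myotubes were challenged with 10 µM simvastatin during compound exposure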
Cneo AK release: Cryptococcus neoformans lysis via adenylate kinase release; C. neoformans lysis, adenylate kinase release luminescence, 4 h; normalised: neutral wells 0, clomiphene wells 100; lysis activity, % at 15 µM; 0.2% of 360,000 active; AID 651654;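 active = mean lysis activity across replicates of at least 80%, whatever share of replicates individually reach that level; inactive = mean lysis activity below 80%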
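Material – Cryptococcus neoformans yeast cells · Quantity – 5 × 10^6 yeast cells/mL · Buffer or medium – YPD medium · Compound – single dose · Timing – 4 h static compound exposure, 37 °C, read 1 h post-reagent · Signal – adenylate kinase release luminescence · Read-out basis – lysis from increased AK signal · Benchmarks – Clomiphene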
Starred values were filed as active, the others as inactive; / = no result given; & = joins results of further samples.

nr	smiles	GSIS activator	PAX8 inh HTS	PGC1a acetyl inh	PglD inh	LGR2 inh	ARNT-TACC3 inh	Statin myotox sup	Cneo AK release
1	Cc1ccc(NC(=O)C2CC(=O)N(c3ccc4c(c3)OCCO4)C2)nc1 (configuration not stated)	-3.3	3.3	-10.5	-2.6	-18.7	6.0	-1.2	-0.3
2	COc1cccc(CNC(=O)C[C@H]2C=C[C@@H](NC(=O)C3CC3)[C@@H](CO)O2)c1	4.2	-0.8	-6.6	5.4	0.3	2.0	0.9	0.2
3	CC1CCN(c2ccc([N+](=O)[O-])cc2C(=O)NCC2CCCO2)CC1 (configuration not stated)	-20.5	-2.3	/	-3.7	2.2	-0.6	-3.6	2.1
4	CS(=O)(=O)N1C[C@H](O)COC[C@H]2O[C@@H](CC(=O)NC3Cc4ccccc4C3)CC[C@@H]21	0.9	-13.2	6.3	-0.6	-9.3	14.1	-0.4	2.2
5	CCOCCCNC(=O)C(c1ccc(C)cc1)N1CCOCC1 (configuration not stated)	/	1.9	-13.9	-0.5	-12.4	-18.1	16.4	-2.6
6	Cc1ccc([N+](=O)[O-])cc1/C=N/Nc1nnnn1-c1ccccc1	12.1	/	/	-1.8	-1.4	9.9	-15.5	7.6
7	COc1ccc(S(=O)(=O)N(C)C[C@@H]2Oc3ccc(NC(=O)NC4CCCCC4)cc3C(=O)N([C@H](C)CO)C[C@@H]2C)cc1	2.6	/	-8.0	-0.8	-11.0	-0.8	-209.0	-1.3
8	N#C/C(=C(/O)COC(=O)c1ccccc1O)c1nc2ccccc2s1	-5.6	18.4	5.7	/	13.5	-5.2	/	/
9	COc1cc(CN2CCC(C(N)=O)CC2)ccc1OCc1ccccc1	-10.9	-82.1	-5.1	1.6	-33.9	2.2	-8.3	0.8
10	CC(=O)Nc1ccc(S(=O)(=O)N2CCN(c3ccc([N+](=O)[O-])cc3)CC2)cc1	2.0	-14.7	-7.7	-3.8	7.1	-2.6	-13.6	1.3
11	COc1ccccc1OCC(=O)NCCC1=CCCCC1	-15.2	-11.4	/	/	-2.2	10.2	/	/
12	COc1ccc(C(=O)CC(=O)O)c2c1C=CC(C)(C)O2	/	/	-1.7	-0.4	/	/	-7.1	-0.3
13	CCCCOc1cccc2c(=O)n(CC(=O)Nc3ccc4c(c3)OCCO4)ccc12	-2.3	-34.9	/	-4.9	-24.7	/	-8.6	-1.7
14	O=C(CSc1nnc(CNC(=O)c2c(F)cccc2F)o1)NCc1ccco1	/	/	-1.6	-0.3	/	-4.0	2.2	-1.4
15	Cc1ccc(NC(=O)CN2C(=O)C3C4C=CC(C4)C3C2=O)cc1 (configuration not stated)	-14.6	-7.7	-3.9	/	9.4	12.7	/	/
16	Cc1onc(-c2ccccc2)c1C(=O)N1CCOCC1	/	/	3.4	4.5	/	-8.1	-1.1	-1.2
17	O=C(C[C@@H]1CC[C@H](NC(=O)c2ccccn2)[C@H](CO)O1)NCc1cccc(F)c1	13.9	-10.5	-3.7	-1.2	7.2	-4.9	-1.0	-7.7
18	CCN1CCN(CCNC(=O)CS(=O)(=O)Cc2nc(-c3ccc(C)cc3)oc2C)CC1	/	-4.1	4.9	1.5	0.0	3.9	3.3	0.8
19	C[C@H]1CN([C@@H](C)CO)C(=O)c2cccc(NS(=O)(=O)c3cccs3)c2O[C@@H]1CN(C)Cc1ccccc1	14.7	1.1	-3.7	4.1	-1.0	-8.0	-26.2	-5.1
20	O=C(NC1CCCC1)c1ccc(Cl)c(S(=O)(=O)N2CCCCC2)c1	2.8	-11.0	/	0.3	3.2	-11.1	0.3	-0.8
21	CC(NC(=S)NCCCN1CCOCC1)C12CC3CC(CC(C3)C1)C2 (configuration not stated)	2.3	7.7	-0.7	/	-3.7	-12.1	/	/
22	O=C(NC(=S)NC1CCSC1=O)c1ccccc1 (configuration not stated)	-2.2	17.7	/	/	1.1	-1.9	/	/
23	COc1cc(/C=N/n2nnnc2N)cc(OC)c1OC	-0.4	15.2	-7.0	-2.2	-1.3	-1.6	3.6	0.0
24	CCNC(=O)[C@@H]1[C@@H](CO)[C@@H]2Cn3c(ccc(-c4ccc(OC)cc4)c3=O)[C@@H]2N1Cc1nccs1	-6.1	/	/	2.3	-7.0	15.7	2.3	2.7
25	CCCc1cc(=O)[nH]c(SCC(=O)Nc2sc3c(c2C(N)=O)CCCC3)n1	2.3	-11.1	/	/	7.8	2.7	/	/
26	CN(C)C(CNC(=O)c1cc2ccccc2o1)c1ccccc1 (configuration not stated)	12.0	-2.8	-3.6	4.5	-3.1	-8.0	7.3	0.9
27	O=C(Nc1ccc(C(=O)N2CCCCC2)cc1)[C@H]1O[C@@H](n2ccc(=O)[nH]c2=O)[C@H](O)[C@@H]1O	-2.1	1.3	3.4	3.9	-10.2	/	-3.8	-0.6
28	COC(=O)C[C@H]1C[C@H]2c3cc(NC(=O)C4CCOCC4)ccc3O[C@H]2[C@H](CO)O1	26.1&14.7	-3.9	0.8&4.5	-7.0	-6.2	/	6.0	0.7
29	O=C(c1ccco1)N1CCN(C2CC(=O)N(c3ccc(F)c(Cl)c3)C2=O)CC1 (configuration not stated)	2.5	-0.3	/	0.8	15.4	-3.2	14.8	0.5
30	CS(=O)(=O)N1CCN(CC(=O)NC2CCCC2)CC1	8.5	-6.9	18.8	-2.5	14.8	-2.6	3.4	-5.1

The final 2 compounds of the part before come first, to join the parts.
nr	smiles	GSIS activator	PAX8 inh HTS	PGC1a acetyl inh	PglD inh	LGR2 inh	ARNT-TACC3 inh	Statin myotox sup	Cneo AK release
29	O=C(c1ccco1)N1CCN(C2CC(=O)N(c3ccc(F)c(Cl)c3)C2=O)CC1 (configuration not stated)	2.5	-0.3	/	0.8	15.4	-3.2	14.8	0.5
30	CS(=O)(=O)N1CCN(CC(=O)NC2CCCC2)CC1	8.5	-6.9	18.8	-2.5	14.8	-2.6	3.4	-5.1
31	COCCNC(=O)C1(C)CCCN(Cc2sc(C)nc2C)C1 (configuration not stated)	-1.7	5.2	6.3	-6.6	-0.1	/	51.9	-1.6
32	CC1CCN(C(=O)CN2C(=O)c3ccccc3S2(=O)=O)CC1	/	-74.2	-7.3	-0.9	/	-0.4	1.2	-2.2
33	COc1cc(C2C(C(=O)c3ccco3)=C(O)C(=O)N2Cc2ccccc2)ccc1O (configuration not stated)	-2.7	5.3	/	-9.5	-27.9	-4.4	8.9	1.9
34	Cc1ccc(C)c(OCCCC(=O)NC2CCCCC2)c1	-4.7	8.7	-12.1	-4.5	5.1	-4.4	2.1	-4.4
35	CN1C(=O)c2cc(NC(=O)c3ccccc3)ccc2OC[C@H]2O[C@@H](CC(=O)O)CC[C@H]21	-2.5	8.0	3.1	2.9	14.0	3.8	12.3	-21.8
36	O=C(Nc1nnc(SCc2c(Cl)cccc2Cl)s1)c1cccc([N+](=O)[O-])c1	1.1	0.0	-2.8	2.7	9.7	-3.2	-14.5	-9.0
37	CC[n+]1ccc(/C=C/c2c[nH]c3ccccc23)cc1	-50.4	75.5*	/	-6.7	1.3	20.9	-89.2	-0.5
38	COCC#Cc1cnc2c(c1)C(=O)N([C@H](C)CO)C[C@H](C)[C@H](CN(C)C(=O)Nc1ccc(OC)cc1)O2	-6.2	6.7	1.7	-4.4	4.4	3.2	-128.0	-0.3
39	O=C(Nc1ccccn1)c1ccc(S(=O)(=O)N2CCCCC2)cc1	-3.9	-105.2	/	-0.3	-44.4	-0.7	5.2	0.9
40	Cc1c(C(=O)NCc2ccco2)sc(=O)n1Cc1ccc(S(C)(=O)=O)cc1	-4.6	-7.0	/	-1.2	6.2	/	2.7	-0.1
41	O=C(CC(Cc1ccccc1)C(=O)O)Nc1ccccc1 (configuration not stated)	-5.1	-13.3	/	-7.9	-4.5	-8.7	5.8	-0.2
42	O=C(NCC1CCCO1)c1ccc(Br)o1 (configuration not stated)	-0.7	4.4	0.7	/	6.4	-7.5	1.6	-0.2
43	CC1CCN(C(=O)CN(Cc2ccc(Cl)cc2)S(C)(=O)=O)CC1	-5.8	-11.3	-3.9	4.7	-1.5	-32.5	3.7	-1.4
44	CC(C)C#Cc1ccc2c(c1)O[C@@H](CN(C)S(=O)(=O)c1cn(C)cn1)[C@@H](C)CN([C@@H](C)CO)S2(=O)=O	-0.9	-38.6	-9.5	1.2	-9.3	7.6	10.5	-1.4
45	CCCS(=O)(=O)N1CCC(C(=O)NCCc2ccccc2)CC1	/	/	7.6	-6.9	/	/	-1.6	-1.2
46	O=S(=O)(Nc1ccc(Cl)cc1)c1ccc(N2CCOCC2)c(NC(=S)NC2CC2)c1	1.3	-9.4	3.0	-5.0	-9.8	3.9	9.9	-7.9
47	NS(=O)(=O)c1ccc(CCNS(=O)(=O)c2cccs2)cc1	-4.8	-21.4	3.9	5.0	-4.1	-0.6	/	-2.3
48	CCc1nc(SCC(=O)N2CC(=O)Nc3ccccc32)c2c(C)c(C)sc2n1	1.8	/	5.0	1.3	-2.7	-4.1	-24.0	-1.6
49	CC(C)S(=O)(=O)N1CCCC(c2cc(C(=O)NCc3cccnc3)no2)C1 (configuration not stated)	/	2.7	6.3	-3.0	-40.8	/	1.8	5.8
50	Cc1cc(C(=O)N/N=C/c2c(C)nn(-c3ccccc3)c2Cl)n[nH]1	-16.9	-90.7	5.2	-7.3	-10.4	/	0.7	-0.1
51	O=C(CN1C(=O)c2ccc([N+](=O)[O-])cc2C1=O)NCc1ccco1	2.5	0.6	/	-3.4	-13.1	1.6	3.0	-2.1
52	CCOC(=O)Nc1ccc(NS(=O)(=O)c2ccc(C)cc2)cc1	/	22.8	/	0.0	/	-2.8	/	-1.1
53	C[C@@H]1CN([C@@H](C)CO)C(=O)Cc2cc(NC(=O)Nc3ccc(F)cc3)ccc2O[C@@H]1CN(C)Cc1ccc(-c2ccccc2)cc1	-9.3	/	4.1	6.2	10.9	/	-8.1	-1.3
54	C=CCN(CC=C)CC(=O)Nn1c(C)ccc1C	/	13.2	17.9	0.9	/	-4.4	-6.3	-7.2
55	CCOC(=O)C(CC1=CS(=O)(=O)c2ccc(Cl)cc21)(NC(C)=O)C(=O)OCC	3.2	-2.0	20.7	-4.3	-13.3	/	2.3	1.2
56	Cn1c(SCC(=O)C(C)(C)C)nnc1-c1ccc(F)cc1	-0.4	-7.7	7.6	/	-0.5	-0.9	/	/
57	COCC(=O)Nc1ccc2c(c1)C(=O)N(C)C[C@@H](OC)[C@H](C)CN(Cc1ccccc1F)[C@H](C)CO2	-6.3	-7.3	9.7	-0.8	4.4	-6.2	-5.5	-0.1
58	CC(C)NC(=O)NC(=O)COC(=O)c1c2c(nc3ccccc13)CCC2	6.3	36.4	/	-0.4	9.3	3.5	-6.4	10.4
59	CNC(=O)C[C@@H]1CC[C@@H]2[C@@H](COc3ccc(NC(=O)c4ccccc4OC)cc3C(=O)N2C)O1	10.8	-15.9	1.2	0.0	3.5	-15.5	33.0	-1.2
60	O=C(NCC1CCCO1)c1onc(CSc2cccc3ccccc23)c1C(=O)O (configuration not stated)	3.7	-3.8	-1.9	5.3	-7.3	-0.4	-19.1	-0.4
61	COc1cc(/C=N/NC(=O)CCC(=O)Nc2ccc(C)cc2)ccc1O	-8.5	4.3	/	/	2.4	-3.8	/	/
62	O=[N+]([O-])c1cc(F)cc(F)c1Nc1ccc(F)cc1	-2.0	6.6	2.6	3.2	-5.2	-2.7	7.0	-1.7
63	Cc1c(C(=O)N2CCOCC2)sc(NC(=O)Cc2ccccc2)c1C#N	-6.6	7.7	/	/	-21.3	1.0	/	/
64	OCc1cc(-c2ccccn2)no1	-3.8	-1.6	9.9	1.0	10.2	-4.6	56.0	1.3
65	O=C(NCCS(=O)(=O)N1CCN(c2ccccc2F)CC1)c1ccc(Br)cc1	-10.8	-6.5	-3.9	5.3	4.3	-11.9	15.4	-10.1
